Screening results from PubChem BioAssay.
SUMO Mot1 rescue: SUMOylation pathway inhibition by Mot1-301 growth rescue; S. cerevisiae Mot1-301 growth rescue, ATP luminescence, 38.5C; percent above DMSO median, 100 means doubled; growth rescue, % at 18.8 µM; 320,000 compounds, 1% hits; AID 2716;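 active means every valid replicate shows activation above 250% relative to neutral control wells; inactive means the rest, any valid replicate at or below 250%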;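 further: OY570 slx delta 5 strain wells were the positive control but not used for scaling; some compounds called inactive have numbers as strong as hits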
Arr AP2 block: inhibitors of human beta-arrestin and AP2 interaction | 340,000 compounds, 0.31% hits | AID 504490 | inhibition, % at 10 µM | FITC-arrestin peptide / GST-AP2 beads, flow cytometry; AP2 beta2 appendage carries R879A mutation;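 active means inhibition above a set limit, near 3 SD of compounds lacking own fluorescence, cut at about 54% in these data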;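 further: plate controls were DMSO wells for no effect and 5 µM unlabelled arrestin peptide for full effect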
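System: GST-tagged AP2 beta2-adaptin appendage (R879A) on 4 µm glutathione beads / Reagent: FITC-arrestin peptide, 50 nM / Detection: HyperCyt-sampled flow cytometry, FL1 channel, ex 488/em 535 nm / Timing: 12 min plus 1 h, RT / Buffer or medium: PBS plus Tween 20 (0.05%) and BSA (0.1%)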
DSG3 Ab inh: human desmoglein-3 autoantibody binding inhibition; P32926; DSG3-coupled beads, scFv-anti-DSG3-GFP binding, flow cytometry; hits give low values; binding (percent of control), % at 10 µM; 310,000 compounds, 0.48% hits; AID 588358;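 active means binding more than 3 SD below its plate's average and above zero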;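 further: hits lower antibody fragment binding to DSG3; some compounds called inactive have numbers as strong as hits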
NSD2 inh: inhibitors of human histone methyltransferase NSD2; AID 743445; 310,000 compounds, 0.54% hits; inhibition, % at 12.5 µM; NSD2 peptide methylation, AlphaScreen, 120 min; in the data active means inhibition above about 50%
CDK5 inh: CDK5/p35 (human) kinase inhibition | Q00535+Q15078 | Recombinant CDK5/p35, ADP-Glo luminescence, 60 min | inhibition, % at 10 µM | 330,000 compounds, 0.01% hits | AID 488839;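 active means highest replicate inhibition of at least 50% and at least 75% of replicates reaching 50%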;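 further: plate controls were DMSO neutral control for no effect and GW8510 at 10 µM for full effect; many of its hits are not listed in these tables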
SR-BI DiI-HDL act: activators of SR-BI mediated HDL lipid uptake; activation, % at 12.5 µM; 320,000 compounds, 0.096% hits; CHO ldlA[mSR-BI] cells, DiI-HDL uptake fluorescence, 3 h; 100 = double the neutral-control signal;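 active means mean replicate activation of at least 60% and every replicate at or above 60%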;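 further: 0% = median plate neutral-control signal and 100% = twice that signal; values of inactives mirror those of a sister screen read the other way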
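Material: SR-BI-overexpressing, LDLR-lacking CHO cells | Dosing: Single compound concentration, delivered by pin transfer | Probe or stimulus: Labelled HDL, 10 µg/mL | Signal: Bottom-read cell fluorescence after medium removal, ex 550/em 595 nm | Schedule: 3 h, 37 °C | Evaluation: HDL uptake via cellular fluorescence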
PKA-R1A act: activates the PKA-R1A holoenzyme complex; P00514+P68181; PKA-R1A dissociation, Cy5-IP20 fluorescence polarization; scaled: DMSO 0%, 113 µM cGMP 100%; activation, % at 11.4 µM; 340,000 compounds, 0.083% hits;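 active means percent activation above the mean of all tested compounds plus 3 SD, cut at about 19% in these data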;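 further: higher means more PKAc released from R1A so a rise in polarization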
SR-BI HDL uptake: inhibitors of mouse SR-BI mediated HDL lipid uptake | Q61009 | ldlA[mSR-BI] CHO cells, DiI-HDL uptake fluorescence, 3 h | inhibition, % at 12.5 µM | 320,000 compounds, 0.96% hits | AID 488896;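 active means mean replicate inhibition of at least 70% and a set share of replicates each scoring 70 or more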;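 further: 0% = median of neutral control wells and 100% = median of positive control wells; values of inactives mirror those of a sister screen read the other way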
Target sequence (Q61009 whole entry, looked up): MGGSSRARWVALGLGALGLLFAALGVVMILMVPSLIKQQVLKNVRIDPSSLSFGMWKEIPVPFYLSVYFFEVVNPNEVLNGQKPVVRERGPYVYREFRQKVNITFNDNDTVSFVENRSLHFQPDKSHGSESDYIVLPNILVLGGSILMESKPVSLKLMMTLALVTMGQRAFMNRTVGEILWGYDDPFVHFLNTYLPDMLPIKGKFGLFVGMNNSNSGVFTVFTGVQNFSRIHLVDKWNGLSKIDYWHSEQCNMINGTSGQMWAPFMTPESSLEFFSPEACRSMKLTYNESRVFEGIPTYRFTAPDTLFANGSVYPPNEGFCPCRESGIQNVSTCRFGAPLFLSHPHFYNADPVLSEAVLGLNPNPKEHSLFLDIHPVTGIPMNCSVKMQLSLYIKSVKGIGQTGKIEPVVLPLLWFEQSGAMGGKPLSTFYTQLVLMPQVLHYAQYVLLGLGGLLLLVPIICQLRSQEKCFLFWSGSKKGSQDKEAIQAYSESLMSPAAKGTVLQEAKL
PKA-R2B act: PKA-R2B complex activation | AID 504700 | 340,000 compounds, 0.079% hits | activation, % at 11.4 µM | P22694+P31323 | PKA-R2B holoenzyme dissociation, Cy5-IP20 fluorescence polarization; R2B truncated from residue 108, S112A mutant; 0% DMSO only, 100% 113 µM cGMP;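 active means activation above a cutoff set at the mean over all compounds plus 3 SD, cut at about 18% in these data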;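 further: higher means more holoenzyme dissociation and a rise in polarization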
Target sequence (P31323 whole entry, looked up, other chains not shown, the tested form may be a part): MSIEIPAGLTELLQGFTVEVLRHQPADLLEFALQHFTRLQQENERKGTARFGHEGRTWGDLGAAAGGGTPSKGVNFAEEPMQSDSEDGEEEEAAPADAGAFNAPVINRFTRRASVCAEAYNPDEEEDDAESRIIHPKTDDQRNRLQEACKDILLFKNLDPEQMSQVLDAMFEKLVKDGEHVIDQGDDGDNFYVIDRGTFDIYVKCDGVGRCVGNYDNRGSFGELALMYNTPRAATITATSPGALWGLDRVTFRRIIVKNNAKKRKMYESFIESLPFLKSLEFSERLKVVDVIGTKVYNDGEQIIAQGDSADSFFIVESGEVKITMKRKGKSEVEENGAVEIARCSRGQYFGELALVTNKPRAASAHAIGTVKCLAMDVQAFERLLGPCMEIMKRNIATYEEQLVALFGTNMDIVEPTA
dFosB activator: enhances mouse delta FosB homodimer DNA binding; 340,000 compounds, 0.99% hits; P13346; activation, % at 25 µM; purified delta FosB, TAMRA-CDK5 oligo fluorescence polarization; percent of positive-control signal above neutral wells;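 active means mean activation above about 17%, with every replicate also reaching it, limit read from the data, passing the limit was not always enough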;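 further: fluorescence polarization rise as delta FosB binds a TAMRA Cdk5 AP-1 oligo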
MITF TRPM1 HTS: increases MITF-driven TRPM1 promoter luciferase signal. 300,000 compounds, 0.75% hits. SK-MEL-5 TRPM1-promoter luciferase, 24 h; % of positive control, neutral wells = 0. activation, % at 12.5 µM;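 active means mean activation of at least 80% with every replicate also reaching 80%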;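 further: 0% = neutral control wells and 100% = parthenolide positive control wells; values of inactives mirror those of a sister screen read the other way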
* hit, by the source's call; i = inactive; · = no result given.

SMILES	SUMO Mot1 rescue	Arr AP2 block	DSG3 Ab inh	NSD2 inh	CDK5 inh	SR-BI DiI-HDL act	PKA-R1A act	SR-BI HDL uptake	PKA-R2B act	dFosB activator	MITF TRPM1 HTS
COCC(=O)Nc1ccc(N2CCOCC2)c(S(=O)(=O)Nc2ccc(OC)cc2)c1	15	-12	109	-1	-1.0	·	14	-38	10	2	-2
Cc1ccc(-c2sc(-c3ccccc3)nc2CC(=O)Nc2ccccc2F)cc1	-11	-6	103	-3	-1.1	-77	-3	77*	7	-2	-14
O=C(Cc1ncc(C(F)(F)F)cc1Cl)N1CCN(c2ccccn2)CC1	-8	-5	84	3	0.4	-1	-15	1	-1	-4	-14
COc1ccc2oc(=O)c(C(=O)Nc3cccc(C(C)=O)c3)cc2c1	-14	-2	125	-2	0.1	-50	-2	50	-1	-3	·
COc1cc2cc(CCCOC(=O)CCC(=O)O)oc(=O)c2cc1OC	-1	2	104	·	1.9	14	2	-14	-14	2	7
COCCNC(=O)[C@H]1N2C(=O)c3c(ccc(OC)c3OC)C2SC1(C)C (stereo partly drawn)	26	2	111	-2	0.6	4	-18	-4	9	-9	1
COc1ccccc1NC(=O)Cn1cnc2c(oc3nc4c(cc32)CCCC4)c1=O	-11	11	·	0	2.0	-21	-2	21	-1	-21	-5
COc1cc([C@@H]2[C@H]3CNCC=C3C(C#N)=C(N)C2(C#N)C#N)ccc1OC(C)C	2	-3	117	3	0.6	-22	-7	22	1	2	·
Oc1cc(CNCc2ccccc2)c(O)cc1CNCc1ccccc1	·	12	95	·	0.8	-15	-3	15	-2	-8	-7
CCCCc1cc(=O)oc2cc(OC(C)C(=O)NCc3ccccn3)c(Cl)cc12 (stereo not drawn)	12	28	97	-5	·	1	12	-1	-5	-16	3
CCN(CC)S(=O)(=O)c1ccc(N2CCCC2)c(NS(=O)(=O)c2ccc([N+](=O)[O-])cc2)c1	25	16	95	6	-3.6	2	9	-2	4	-18	-1
CNC(=O)CN(c1cccc2ccccc12)S(C)(=O)=O	2	8	101	-9	-0.7	-3	-4	3	-5	5	4
CCOC(=O)c1cocc1C(=O)O	·	10	100	0	1.4	25	-8	-25	3	-3	8
COc1cccc(NC(=O)Cc2csc(NC(=O)Nc3ccccc3OC)n2)c1	·	-8	97	-1	-1.4	-53	1	53	-3	-1	9
Cc1cccn2c(=O)nc(SCC(=O)N3CCN(c4ccccc4)CC3)nc12	3	34	90	1	-0.6	0	-4	0	-3	-2	-6
CC(C)N1CCN(C2CSCCSC2)CC1CCO (stereo not drawn)	510	-1	97	2	1.0	27	-6	-27	-2	-2	-4
CCCN1C(=O)C2(C(C(=O)c3ccc(C)o3)=C(O)C(=O)N2CCCOC)c2ccccc21 (stereo not drawn)	119	26	107	-2	-1.2	15	4	-15	3	-1	0
FC(F)(F)c1ccccc1CN1CCCC(N2CCN(c3ccccc3)CC2)C1 (stereo not drawn)	-25	14	90	6	1.5	-29	-2	29	3	-14	·
Cc1ccc(/C=N/NC(=O)c2nnn(-c3nonc3N)c2CSc2ccccc2)cc1	1	36	103	-1	2.1	0	-11	0	-12	24*	·
Cc1ccc(C2=NN(C(=O)c3cccs3)C(c3ccccc3O)C2)cc1 (stereo not drawn)	134	9	98	-14	-0.1	-37	-2	37	9	9	18
CN(C)CCCN1CC(C(=O)O)CC1=O (stereo not drawn)	-8	-14	102	-2	2.1	22	-10	-22	-12	3	-5
O=C(Cn1ccc(C(F)(F)F)n1)Nc1cccc(S(=O)(=O)N2CCCCC2)c1	-8	11	96	-3	1.8	-30	1	30	0	-17	-3
CCc1ccccc1-n1c(SCC(=O)c2c(N)n(C3CC3)c(=O)[nH]c2=O)nnc1N1CCOCC1	-7	-2	99	-10	-0.7	16	4	-16	6	-10	5
C[C@]12C[C@H](O)[C@H]3[C@@H](CCC4=CC(=O)CC[C@@]43C)[C@@H]1CC[C@@H]2C(=O)CO	i	2	·	·	3.4	87*	-4	-6	-6	0	-2
CCOC(=O)N1CCN(c2nc(C(F)(F)F)nc3c(C)cc(C)cc23)CC1	-1	34	103	-1	-1.8	-50	-1	50	-14	1	17
The results go on.
SMILES	SUMO Mot1 rescue	Arr AP2 block	DSG3 Ab inh	NSD2 inh	CDK5 inh	SR-BI DiI-HDL act	PKA-R1A act	SR-BI HDL uptake	PKA-R2B act	dFosB activator	MITF TRPM1 HTS
CCOc1ccc2nnc(-c3ccc(Br)cc3)n2n1	75	-3	107	·	-0.2	-44	-7	44	-11	-8	·
COc1ccc(-n2nc(C(=O)NCC(=O)NC3CCCCC3)c3ccccc3c2=O)cc1	4	32	115	-4	-0.3	·	-7	·	1	-2	7
CC1=CS(=O)(=O)CC1Sc1nc(C)n[nH]1 (stereo not drawn)	15	10	102	-7	1.2	8	-7	-8	-6	2	0
O=C(N/N=C/c1ccccc1F)c1ccccc1OCc1ccccc1	-3	-2	·	3	0.1	·	-9	·	-12	-24	28
CC1CCc2c(sc(NS(=O)(=O)c3ccccc3)c2C(=O)OC(C)C)C1 (stereo not drawn)	-25	3	112	-2	-1.6	0	7	0	-6	-2	-25
O=C(COc1cccc(NC(=O)c2ccccc2)c1)c1ccccc1	3	2	103	-3	0.5	-5	-5	5	6	3	2
O=C(NNC(=O)C1CC1c1ccccc1)c1ccccc1F (stereo not drawn)	9	15	100	-1	1.3	0	-3	0	0	-4	5
Cc1csc(=O)n1CCC(=O)N(C)Cc1c(F)cccc1Cl	-5	-11	117	0	3.7	0	0	0	3	4	-2
Cc1c(N)cc2c(c1N)C(C)(C)CC2(C)C	·	13	122	3	-0.9	8	2	-8	-5	5	-6
CC(=O)Nc1ccc(NC(=O)C(C)n2nc([N+](=O)[O-])c(Br)c2C)cc1 (stereo not drawn)	199	-9	95	0	2.1	-25	-6	25	-8	3	0
CCC(Sc1nc(-c2ccccc2)c(-c2ccccc2)[nH]1)C(=O)O (stereo not drawn)	-9	36	99	2	0.3	1	8	-1	1	4	5
CCSc1nnc(NC(=O)c2ccc(S(=O)(=O)N(C)C)cc2)s1	-16	10	101	0	0.9	9	-3	-9	2	-7	26
Cc1cc(NC(=O)c2cccs2)ncc1NC(=O)C(C)C	-6	1	100	10	-0.9	0	0	0	-12	-5	·
COc1cc(S(=O)(=O)N(Cc2cccs2)CC2CCCO2)ccc1-n1cnnn1 (stereo not drawn)	3	42	125	-2	-3.2	-19	1	19	-1	-6	3
COc1ccc(CCC(=O)NCC2CCCCC2)cc1OC	20	2	·	-1	-2.6	0	8	0	-8	0	8
COc1ccc(S(=O)(=O)NCCSc2ccc(Cl)cc2)cc1OC	-14	-5	100	·	-2.5	-25	-10	25	-7	-12	-4
COc1ccccc1NS(=O)(=O)c1cccc2nsnc12	-8	9	93	2	-1.2	·	-19	·	-6	-2	-3
Oc1ccccc1Nc1nc(NCC2CCCO2)c2ccccc2n1 (stereo not drawn)	249	-2	102	4	1.5	-34	-5	34	8	25*	8
C/C(=N\O)c1c(C)c2ccccc2n1C	-2	-6	108	3	2.4	15	-3	-15	-12	-12	-2
COc1cccc(CNC(=O)c2cccnc2Sc2ccccc2)c1	3	-13	104	-3	0.0	-19	5	19	2	-10	-2
O=C(/C=C/c1cccc(F)c1)OCC(=O)N1CCCc2ccccc21	-17	-14	106	-2	0.9	11	-11	-11	7	-1	-4
CN1CCC[C@H]1CCNC(=O)c1c(-c2ccsc2)sc2ccccc12	-16	17	102	·	0.6	-11	3	11	-3	4	11
Cc1ccc(OCC(=O)N(C)CC(=O)Nc2cccc(F)c2)cc1	7	-10	110	-1	-4.7	-11	-10	11	3	-6	14
C/C(=N\NC(=S)NCc1ccccc1)c1ccc(Cl)cc1	5	2	110	·	-0.6	-10	0	10	-9	-1	4
Cc1ccc(N2/C(=N/c3nc(C)cc(C)n3)NC(=O)CC2C(=O)O)cc1 (stereo not drawn)	-5	-43	97	-6	-1.0	-3	1	3	-9	1	6
Cc1cc(C)c(NC(=O)c2oc3ccccc3c2COc2ccccc2)c(C)c1	4	-6	91	-2	-1.4	-30	1	30	-9	-6	12

Compounds listed so far that have two or more sulfur atoms:
SMILES	SUMO Mot1 rescue	Arr AP2 block	DSG3 Ab inh	NSD2 inh	CDK5 inh	SR-BI DiI-HDL act	PKA-R1A act	SR-BI HDL uptake	PKA-R2B act	dFosB activator	MITF TRPM1 HTS
CCN(CC)S(=O)(=O)c1ccc(N2CCCC2)c(NS(=O)(=O)c2ccc([N+](=O)[O-])cc2)c1	25	16	95	6	-3.6	2	9	-2	4	-18	-1
CC(C)N1CCN(C2CSCCSC2)CC1CCO (stereo not drawn)	510	-1	97	2	1.0	27	-6	-27	-2	-2	-4
CC1=CS(=O)(=O)CC1Sc1nc(C)n[nH]1 (stereo not drawn)	15	10	102	-7	1.2	8	-7	-8	-6	2	0
CC1CCc2c(sc(NS(=O)(=O)c3ccccc3)c2C(=O)OC(C)C)C1 (stereo not drawn)	-25	3	112	-2	-1.6	0	7	0	-6	-2	-25
CCSc1nnc(NC(=O)c2ccc(S(=O)(=O)N(C)C)cc2)s1	-16	10	101	0	0.9	9	-3	-9	2	-7	26
COc1cc(S(=O)(=O)N(Cc2cccs2)CC2CCCO2)ccc1-n1cnnn1 (stereo not drawn)	3	42	125	-2	-3.2	-19	1	19	-1	-6	3
COc1ccc(S(=O)(=O)NCCSc2ccc(Cl)cc2)cc1OC	-14	-5	100	·	-2.5	-25	-10	25	-7	-12	-4
COc1ccccc1NS(=O)(=O)c1cccc2nsnc12	-8	9	93	2	-1.2	·	-19	·	-6	-2	-3
CN1CCC[C@H]1CCNC(=O)c1c(-c2ccsc2)sc2ccccc12	-16	17	102	·	0.6	-11	3	11	-3	4	11

No enrichment for hits, and some 4.7% of all compounds hit somewhere here.
